WRN helicase inh = inhibitors of human WRN helicase; AID 651768; 360,000 tested, 0.46% active; WRN helicase unwinding, fluorescent forked duplex, kinetic; Potency, µM (series often up to 114 µM), for the others: top-dose activity change, negative = inhibition, hits mostly inhibitors; note: potency is the fitted concentration of half-maximal effect; % is set by controls: 0 for no effect and ±100 for the full control effect; nearly all actives have a fitted effect of over 55% in size
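Kinetic red-fluorescence monitoring (525/598 nm) tracks WRN helicase activity after 100 nM fluorophore-quencher forked duplex and 2 mM ATP are added to 20 nM enzyme pretreated 15 min at room temperature with compound.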
Abeta rescue = compounds reversing amyloid beta toxicity in yeast | AID 1347071 | Potency, µM (highest dose often 46.1 µM), inactives show top-dose growth rescue, most hits filed as activators | 410,000 tested, 0.063% active | yeast expressing A-beta42, growth rescue, OD600, 48 h; response scale: 0% DMSO, 100% iron-clioquinol control; note: potency is the fitted concentration of half-maximal effect; nearly all actives have a fitted effect of over 55% in size
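Growth rescue measured by 600 nm absorbance after 48 h yeast culture at 30 C with compound. Values normalized between DMSO and an equimolar ferric chloride plus clioquinol control.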
PI5P4Ka inh = PI5P4K alpha (human) kinase inhibition; P48426; PI5P4Kalpha enzyme, ADP-Glo luminescence, 60 min; hits give low values; max response, %; 330,000 tested, 1.2% active; AID 652105; active = max response of -50% or lower; inconclusive = between -30% and -50%; inactive = -30% or higher; note: value at the top dose of about 77 µM; % is set by controls: 0 for no effect and ±100 for the full control effect
Target sequence (P48426 whole entry, looked up): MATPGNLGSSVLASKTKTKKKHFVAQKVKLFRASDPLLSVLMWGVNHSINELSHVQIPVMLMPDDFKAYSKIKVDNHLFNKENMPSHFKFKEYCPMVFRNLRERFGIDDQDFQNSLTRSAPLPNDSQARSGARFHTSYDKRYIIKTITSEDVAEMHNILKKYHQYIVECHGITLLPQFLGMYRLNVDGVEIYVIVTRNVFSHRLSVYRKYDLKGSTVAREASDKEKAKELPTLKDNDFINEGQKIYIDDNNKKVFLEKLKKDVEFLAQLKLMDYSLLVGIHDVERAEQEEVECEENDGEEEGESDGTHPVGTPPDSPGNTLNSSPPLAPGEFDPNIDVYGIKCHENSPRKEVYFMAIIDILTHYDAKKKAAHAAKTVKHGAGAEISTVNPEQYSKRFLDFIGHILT
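ADP-Glo luminescence end-point after a 60 min room-temperature kinase reaction. PI5P4Kalpha and substrate in HEPES pH 7.4 buffer with EGTA, 0.1% CHAPS and 5% DMSO; ATP at 5 microM final.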
IL2 activator = activators of IL-2; IL-2 activation reporter assay, cell-based qHTS; stimulated with anti-CD3/CD4/CD28 beads; in transgenic mouse T cells; activation, % (series mostly up to about 46 µM); 360,000 tested, 0.065% active; AID 652025; in the data active = activation above about 50%; inconclusive = mostly about 30% to 49%; note: 0% is about no effect
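Using fluorescent plate cytometry, EGFP and DsRed are detected in transgenic mouse T cells stimulated 18 h at 37 degrees C with antibody-coated beads after 60 min compound pretreatment.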
FUS suppressor = suppressors of FUS proteinopathy in yeast; S. cerevisiae FUS-expressing, growth rescue, OD600, 24 h; Potency, µM (highest dose often 76.6 µM), without a hit: top-dose growth rescue (activation), hits mostly activators; 390,000 tested, 0.24% active;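 note: potency is the fitted concentration of half-maximal effect; plate controls were DMSO vehicle for no effect and reference control for full effect; nearly all actives have a fitted effect of over 55% in size; some results filed as inactive show a strong effect at the top dose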
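Quantitative HTS measuring growth restoration of FUS-toxic yeast. Galactose-induced cells (OD 0.005) were exposed 24hr at 30C to compounds at several concentrations, then absorbance at 600 nm was recorded.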
EPAC1 ag = agonists of human EPAC1 | O95398 | EPAC1 agonist qHTS, biochemical assay; response scale: 100% = response to 6.5 mM cAMP | Potency, µM (titrated, usually from 154 µM), for the others: at the highest dose activation, usual class: activators | 360,000 tested, 0.073% active | AID 720707; note: potency is the fitted concentration of half-maximal effect; nearly all actives have a fitted effect of over 60% in size
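Nucleotide exchange assay: 100 nM EPAC1 with 250 nM Rap1B loaded with BODIPY-GDP and 50 uM GDP, room temperature. Fluorescence (480/540 nm) read every 5 min for 30 min; signal change normalized to 6.5 mM cAMP as full agonist.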
PLK1 PBD inh = blocks phosphopeptide binding to human PLK1 polo-box domain; 360,000 tested, 2.8% active; Plk1 PBD binding of FITC phosphopeptide, fluorescence polarization; AID 720504; P53350; Potency, µM, without a hit: max response, negative = inhibition, most hits filed as inhibitors; note: potency is the fitted concentration of half-maximal effect; series mostly up to about 57 µM; % is set by controls: 0 for no effect and ±100 for the full control effect; nearly all actives have a fitted effect of over 65% in size
Target sequence (P53350 whole entry, looked up, the tested form may be a part): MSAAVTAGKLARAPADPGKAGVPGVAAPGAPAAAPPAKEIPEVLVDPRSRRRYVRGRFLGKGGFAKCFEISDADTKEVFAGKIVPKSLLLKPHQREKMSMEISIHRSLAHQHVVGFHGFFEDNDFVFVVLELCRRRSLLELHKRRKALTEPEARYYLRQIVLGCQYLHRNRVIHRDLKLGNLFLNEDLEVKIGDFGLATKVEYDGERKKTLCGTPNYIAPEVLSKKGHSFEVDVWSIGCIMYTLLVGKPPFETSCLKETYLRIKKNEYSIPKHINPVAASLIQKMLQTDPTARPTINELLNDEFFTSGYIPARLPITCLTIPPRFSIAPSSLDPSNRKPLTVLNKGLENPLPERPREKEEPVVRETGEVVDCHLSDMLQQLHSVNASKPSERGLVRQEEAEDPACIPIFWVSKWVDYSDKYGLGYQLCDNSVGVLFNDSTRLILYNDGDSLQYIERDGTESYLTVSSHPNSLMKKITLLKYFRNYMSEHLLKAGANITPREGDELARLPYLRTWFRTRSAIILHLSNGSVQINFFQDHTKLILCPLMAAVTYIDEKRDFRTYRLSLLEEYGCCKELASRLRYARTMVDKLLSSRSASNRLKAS
EPAC1 antag = EPAC1 (human) antagonism. O95398. EPAC1 GEF assay, Rap1b-BODIPY-GDP exchange fluorescence. Potency, µM (top dose mostly 115 µM), for the others: at the top dose activity change, negative = inhibition, usual class: inhibitors. 360,000 tested, 0.14% active. AID 720709;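 note: potency is the fitted concentration of half-maximal effect; plate controls were vehicle for no effect and positive control for full effect; nearly all actives have a fitted effect of over 50% in size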
The depositor's hits bear a star; u = inconclusive; x = no result given; & = joins results of further samples; [ ] = remark or other dose. Unless noted, calls come from the whole dose curve; as a rule, active = well fitted curve in the direction sought with a large enough effect; inconclusive = small, poorly fitted or top-dose-only effect, or another doubt; inactive = no such curve, though single readings can be large; an effect the other way counts as inactive or inconclusive.

Structure,Abeta rescue,EPAC1 antag,IL2 activator,PI5P4Ka inh,WRN helicase inh,PLK1 PBD inh,EPAC1 ag,FUS suppressor
O=C(CSc1ccc2c(c1)OCCO2)Nc1ccccc1,-12%,6%,-2.6,-5,1%,-13%,2%,-20%
c1ccc2ncccc2c1,-7%,4%,0.5,2,8%,-10%,-23%,-9%
COCCn1c(-c2ccc(C)cc2)nc2c(c(=O)c3ccccc3n2C)c1=O,-22%,11%,1.9,4,0%,-3%,-4%,-4%
COc1ccc(C(=O)Nc2c(O)ccc3ccccc23)cc1,7%,4%,0.8,-22,u,u,-4%,14%
CC(C)CC1NC(=O)N(CC(=O)Nc2ccc3c(c2)CCC3)C1=O (centres undefined),6%,-18%,-1.4,-1,-2%,-15%,-4%,18%
Cc1ccc(SC[C@H](CC(C)C)N2CCN(CCc3ccccc3)CCC2=O)cc1,3%,-4%,-0.3,4,-7%,-4%,-1%,30%
CSc1ccccc1C(=O)C1CCCN(Cc2c(C)n(C)n(-c3ccccc3)c2=O)C1 (centres undefined),-1%,-22%,-1.6,-1,3%,-10%,6%,37%
O=C1NC(NS(=O)(=O)c2ccc(Cl)cc2)(C(F)(F)F)C(=O)N1CCc1ccccc1 (centres undefined),-31%[inhibitor],-34%,4.9,4,4%,u,1%,12%
CCCC[C@@H]1CCCO[C@@](C(=O)NCc2cc(C)n(C)n2)(C(F)(F)F)C1,0%,-9%,0.8,0,-1%,-5%,-17%,5%
CCN(CC)S(=O)(=O)c1ccc(NC(=O)COC(=O)c2ccc(Br)o2)cc1,11%,-5%,0.9,-5,-1%,-8%,5%,u
CCC12OC(=N)C(C#N)(C1C)C(C#N)(C#N)C(c1ccccc1)O2 (centres undefined),2%,24%,1.9,-13,-31%[57.1 µM],-15%,4%,-11%
CCOC(=O)N1CCN(C(=O)CCS(=O)(=O)c2cc3c(cc2Cl)NC(=O)CO3)CC1,-2%,3%,-0.1,5,4%,1%,-3%,-18%
[N-]=[N+]=NC(c1ccccc1)c1nc2ccccc2[nH]c1=O (centres undefined),-2%,-8%,0.9,1,2%,-6%,2%,22%
N#Cc1ccccc1Sc1ccccc1C(=O)OCC(N)=O,-9%,10%,-0.6,5,-1%,-11%,9%,-10%
Cc1cccc(CCN(Cc2cc3cccc(C)c3[nH]c2=O)C(=O)N2CCOCC2)c1,17%,9%,-1.3,0,-11%,-1%,-3%,15%
O=C(NC(CSCc1ccccc1)C(=O)N/N=C/c1ccc(O)cc1O)c1ccc([N+](=O)[O-])cc1 (centres undefined),-29%,-2%,-2.2,x,-9%,-4%,16%,u
Cc1ccn2cc(CSc3ccccc3)nc2c1,20%,-21%,1.2,8,-4%,-20%,3%,7%
NNC(=O)c1csc(Cc2c(Cl)sc3ccc(Cl)cc23)n1,u,-11%,-3.8,-4,-8%,-11%,1%,18%
Cc1ccc(NC(=O)CC(C)S(=O)(=O)c2ccc3c(c2)NC(=O)CO3)cc1C (centres undefined),-9%&-7%,13%,-1.3,2,-11%,24µM*,-16%,12%&-17%
O=c1[nH][nH]c2cc([N+](=O)[O-])ccc12,-2%,-16%,-0.1,-14,-24%,-12%,1%,12%
N#C/C(=N/Nc1ccc([N+](=O)[O-])cc1)C(=N)N1CCCCC1,6%,-13%,-3.3,-4,-1%,-5%,-6%,-4%
O=C(Nc1ccccc1)C1CCCN1C(=O)Nc1ccccc1[N+](=O)[O-] (centres undefined),-2%,7%,-0.7,1,8%,u,-3%,3%
Cc1cn(C2CCCCC2)c(=O)n(-c2ccccc2)c1=O,-5%,3%,-2.3,2,-19%,7%,-5%,x
Cc1ccc(Cl)cc1N1C(=O)CC(Sc2ncccn2)C1=O (centres undefined),8%,-22%,-1.1,1,1%,-24%,12%,-9%
CCN(c1cccc(C)c1)c1nc2ccsc2c(=O)s1,-15%,-9%,-1.2,2,4%,-13%,14%,-23%
Cc1cc(C)c2oc(C(=O)NC3CCS(=O)(=O)C3)cc(=O)c2c1 (centres undefined),-6%,1%,-2.1,-5,1%,-3%,2%,0%
N#Cc1cccc(-n2nnnc2-c2ccc3c(c2)OCO3)c1,-11%,0%,-0.7,-1,-1%,-3%,2%,5%
Cc1ccc(S(=O)(=O)N(CC(=O)NCCC2=CCCCC2)Cc2ccccc2F)cc1,4%,-14%,-0.4,7,-8%,-1%,-5%,u
O=C(Nc1ccc(Oc2ccccc2)cc1)C1CCCO1 (centres undefined),24%,3%,0.8,x,-15%,-4%,9%,1%
O=C(NCc1ccccc1)c1ccc(S(=O)(=O)Nc2cccc(C(F)(F)F)c2)cc1,8%,-28%,-1.6,1,-6%,-15%,-6%,26%

An excerpt from above in order of formula weight, highest first:
Structure,Abeta rescue,EPAC1 antag,IL2 activator,PI5P4Ka inh,WRN helicase inh,PLK1 PBD inh,EPAC1 ag,FUS suppressor
Cc1ccc(S(=O)(=O)N(CC(=O)NCCC2=CCCCC2)Cc2ccccc2F)cc1,4%,-14%,-0.4,7,-8%,-1%,-5%,u
COc1ccc(C(=O)Nc2c(O)ccc3ccccc23)cc1,7%,4%,0.8,-22,u,u,-4%,14%
O=c1[nH][nH]c2cc([N+](=O)[O-])ccc12,-2%,-16%,-0.1,-14,-24%,-12%,1%,12%

Going on with the list:
Structure,Abeta rescue,EPAC1 antag,IL2 activator,PI5P4Ka inh,WRN helicase inh,PLK1 PBD inh,EPAC1 ag,FUS suppressor
COc1ccc(/C=C/c2c(-c3ccc(OC)cc3)oc3cccnc23)cc1,0%,18%,-0.3,16,-11%,-6%,-10%,27%
C=C1c2cc(C)c(C)cc2NC(=O)N1c1ccccc1,8%,3%,1.0,2,-22%,-26%,0%,-15%
CC(C)CCn1nnnc1C(c1ccc(N(C)C)cc1)N1CCN(C(=O)c2ccco2)CC1 (centres undefined),7%,-1%,4.8,-1,-11%[57.1 µM],-4%,0%,7%
CC(C)(C)NC(=O)CSc1ccc(C(C)(C)C)cc1,0%,-11%,-1.2,x,-5%,-7%,4%,7%
O=C(O)c1ccccc1-c1cccc2nncn12,-6%,0%,-0.1,3,-3%,u,0%,-13%
COc1ccc(NC(=O)COC(=O)c2cc([N+](=O)[O-])ccc2N2CCOCC2)cc1,-2%,-3%,0.2,0,1%,3%,-1%,9%
Clc1ccccc1-c1nn2c(Cn3cnc4ccccc43)nnc2s1,-15%,-8%,-0.3,-20,-12%,24µM*,-7%,28%
CCc1ccc(CCC(=O)Nc2ccc(OC)cc2)o1,13%,-17%,-1.0,0,3%,-6%,10%,13%
Nc1nonc1OCCc1ccccc1,11%,-15%,0.0,-4,-5%,-9%,2%,8%
O=C(CC1SC2=NCCN2C1=O)Nc1ccc(Cl)cc1 (centres undefined),6%,-7%,-2.3,-2,-8%,-5%,3%,9%
COc1ccc(NC(=O)Cn2nnc3ccccc32)c([N+](=O)[O-])c1,4%,-2%,-0.5,-1,1%,-12%,5%,25%
O=C(CN1C(=O)c2cccc([N+](=O)[O-])c2C1=O)OCC(=O)N1CCCCC1,-8%,-28%,-0.4,1,-21%,-6%,-14%,1%
CCOC(=O)c1c(/N=C/C2C(=O)CC(C)(C)CC2=O)sc(C)c1C,-1%,-14%,0.5,6,4%,0%,-9%,x
Cc1ccc(NC(=O)c2cc(S(=O)(=O)N3CCc4ccccc43)cn2C)cc1,3%,u,-1.0,-1,3%,-30%,4%,7%
CC1CCN(CC(=O)NC(=O)NCc2ccccc2)CC1,-8%,5%,-2.8,0,3%,0%,4%,x
O=C(CSc1ccc(-c2cccs2)nn1)Nc1ccccc1F,-13%,-19%,4.1,7,-11%,-7%,1%,4%
CCOC(=O)[C@H]1[C@H]2COc3ccc(C)cc3[C@@H]2N2C(=O)c3ccccc3NC(=O)[C@@]12C,10%,-10%,1.5,-9,0%,-4%,-19%,3%
CN(C(=O)/C=C/c1ccccc1)C1CCCCC1,-6%,7%,-5.7,1,4%,4%,3%,-3%
Cc1cccc(N2CCN(c3cc(C)nc4nnnn34)CC2C)c1 (centres undefined),-5%,2%,-3.3,-18,-15%,-14%,8%,x
CCOc1ccccc1N(CC(=O)NCC1CCCO1)C(=O)CNS(=O)(=O)c1ccccc1 (centres undefined),-10%,-5%,-3.6,-7,-31%,-11%,4%,6%
Cc1cc(C)c(NC(=O)C2=COCCO2)c(C)c1,0%,-16%,-1.1,6,6%,-10%,9%,-9%
O=C(O)c1cccc(COc2ccc(CO)cc2Cl)c1,-3%,2%,1.4,x,-1%,-4%,-3%,-7%
COC(=O)c1ccccc1NC(=O)Cn1ccnc1,5%,6%,-0.8,-1,3%,0%,-4%,-8%
CCc1sc(C(=O)NCc2ccco2)cc1Br,-23%,8%,0.4,1,-3%,-11%,0%,-4%
COc1ccccc1Oc1cn[nH]c1-c1ccc(OCC(=O)NN)cc1O,-23%,1%,-1.2,-10,-6%,-7%,-2%,35%
COc1ccc(-c2ccc(NC(=O)c3ccco3)cc2)nn1,-66%[inhibitor],-15%,0.5,-27,4%,-12%,14%,31%
CCOCCCn1c(SCC(=O)Nc2ccccc2)nc2ccccc2c1=O,24%,-19%,0.0,1,-1%,-8%,9%,12%
COc1cc(C(=S)N2CCOCC2)ccc1OC(=O)c1ccccc1,22%,14%,1.2,-6,2%,-23%,6%,17%
CCc1cc(C(=O)N2CCCC(CNC(=O)c3ccc(-c4ccccc4)cc3)C2)no1 (centres undefined),0%,8%,-0.7,-2,-6%,-1%,6%,-6%
COc1cc2c(cc1O)CCN(C(=O)c1ccco1)C2C (centres undefined),3%,6%,-3.1,x,u,-6%,1%,22%

Source: PubChem BioAssay
